HTR2A ag: mouse HTR2A agonism via beta-arrestin recruitment; P35363; CHO-K1 mHTR2A beta-arrestin complementation, luminescence; percent of 30 µM serotonin response; activation, % at 7.6 µM; hit rate 0.66% among 360,000; AID 624169;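 active = activation above a run cutoff, the mean activation of all tested compounds plus 3 SD, cut at about 14% in these data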;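 note: 0% = plate median of compound wells and 100% = 30 µM serotonin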
MC4R antag cAMP: antagonists of human melanocortin 4 receptor (MC4R); P32245; MC4R-expressing cells, MTII-stimulated cAMP, LANCE TR-FRET; inhibition, % at 6.5 µM; hit rate 0.48% among 360,000; AID 540295;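 active = inhibition above its plate's cutoff, the mean of tested wells on that plate plus 3 SD, cut at about 29% in these data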;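 note: 0% = Melanotan II alone and 100% = Melanotan II plus saturating MCL0020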
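system = U2OS cells with stable human MC4R expression | also added = Melanotan II challenge after compound preincubation | dosing = one concentration, 6.5 µM nominal | incubation = compound 30 min, challenge 1 h, detection 1 h | measured by = TR-FRET with Eu-cAMP and labeled anti-cAMP, 671 nm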
ABCB6 inh 2: blocks the human ABCB6 transporter. fluorescence ratio to DMSO, % at 10 µM. Q9NP58. hit rate 0.19% among 360,000. K562-ABCB6 porphyrin accumulation, flow cytometry, 1 h; stronger effect = lower value;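 active = fluorescence ratio to DMSO below 75%, the collection mean minus 3 SD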;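 note: signal is porphyrin accumulated inside mitochondria; 100% equals median channel fluorescence of DMSO control wells; lower ratio means ABCB6 inhibition with less porphyrin fluorescence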
Target sequence (Q9NP58 whole entry, looked up): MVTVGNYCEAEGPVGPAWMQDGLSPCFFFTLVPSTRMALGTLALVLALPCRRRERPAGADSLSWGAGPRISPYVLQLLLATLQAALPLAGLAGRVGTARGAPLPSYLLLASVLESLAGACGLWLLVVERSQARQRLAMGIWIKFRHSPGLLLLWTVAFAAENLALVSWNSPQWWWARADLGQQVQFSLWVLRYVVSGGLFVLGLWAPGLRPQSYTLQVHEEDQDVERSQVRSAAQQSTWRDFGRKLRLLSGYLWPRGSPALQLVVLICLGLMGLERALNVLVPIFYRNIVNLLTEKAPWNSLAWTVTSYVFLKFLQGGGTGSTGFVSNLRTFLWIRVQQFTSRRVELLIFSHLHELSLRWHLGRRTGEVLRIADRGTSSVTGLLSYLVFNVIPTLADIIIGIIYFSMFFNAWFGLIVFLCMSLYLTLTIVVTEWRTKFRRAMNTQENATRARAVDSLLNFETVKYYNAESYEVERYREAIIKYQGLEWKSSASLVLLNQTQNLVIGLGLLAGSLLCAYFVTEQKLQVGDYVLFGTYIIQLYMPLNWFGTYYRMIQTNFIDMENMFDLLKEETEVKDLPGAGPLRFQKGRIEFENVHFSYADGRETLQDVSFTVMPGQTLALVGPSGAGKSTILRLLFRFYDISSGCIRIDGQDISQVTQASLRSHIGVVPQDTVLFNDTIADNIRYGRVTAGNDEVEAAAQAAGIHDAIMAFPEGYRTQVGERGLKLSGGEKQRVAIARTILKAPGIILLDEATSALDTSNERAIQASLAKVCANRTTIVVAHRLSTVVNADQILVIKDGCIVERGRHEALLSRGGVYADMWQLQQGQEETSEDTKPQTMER
N-glyco inh: blocks N-linked glycosylation in D54 reporter cells. D54 ERlucT glycosylation luciferase reporter, 24 h; percent of 100 nM tunicamycin response. reporter increase, % at 12.5 µM. hit rate 0.23% among 360,000;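 active = mean luciferase reporter signal, scaled so untreated is 0 and the glycosylation-blocking control 100, at or above a set limit in every replicate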;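 note: luciferase carries N-glycosylation sites so blocking glycosylation raises the light; 0% = median of neutral control wells and 100% = median of 100 nM tunicamycin wells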
MC4R ag barr: agonists of human melanocortin 4 receptor (MC4R) beta-arrestin; U2OS MC4R beta-arrestin complementation, luminescence; percent of melanotan II response, DMSO zero; activation, % at 8.9 µM; hit rate 0.98% among 360,000; AID 540308;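 active = activation above a per-plate cutoff, the mean activation of sample wells on that plate plus 3 SD, cut at about 8% in these data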
iPSC survival up: enhancers of human iPSC single-cell survival; hiPSC single-cell survival, ATPlite luminescence; 100% = ROCK inhibitor wells, 0% = DMSO; survival enhancement, % at 20 µM; hit rate 0.044% among 360,000; in the data active = survival enhancement above about 18%;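 note: cells exposed to compounds for 16 hours before the ATP read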
Cardio protect: modulators protecting cardiomyocytes from myocardial damage. H9c2 cardiomyocytes, H2O2 injury protection, ATPLite, 2 h. protection from H2O2 cell death, % at 20 µM. hit rate 0.63% among 360,000;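 active = compounds giving at least 50% protection of heart cells from peroxide-induced death in the single-dose screen, raw or plate-pattern-corrected value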;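 note: 0% = DMSO wells with peroxide and 100% = DMSO wells without peroxide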
Granule exo inh: lytic granule exocytosis inhibition; hit rate 0.66% among 360,000; inhibition, % at 10 µM; TALL-104 LAMP-1 surface exposure, flow cytometry; cells stimulated with thapsigargin and PMA;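 active = inhibition above about 55%, limit read from the data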
aDG glyco act: alpha-DG glycosylation activation. hit rate 0.22% among 360,000. Pro5-aDG cells, alpha-DG glycosylation AlphaScreen (IIH6); 0% Pro5, 100% B10-LARGE cell signal. AID 624168. activation, % at 10 µM;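 active = activation of at least 8% versus controls, or a plate z-score of at least 8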;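 note: Pro5 are CHO cells carrying HIG-tagged alpha-DG that lacks glycosylation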
ABHD5 PLIN5 PPI: blocks binding of human ABHD5 to perilipin-5; Q00G26+Q8WTS1; Split G. princeps luciferase complementation, luminescence, 4 h; inhibition, % at 4 µM; hit rate 0.78% among 360,000;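 active = inhibition above the mean inhibition across every tested compound plus 3 SD, cut at about 22% in these data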;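 note: 0% = DMSO only wells and the 100% control is not disclosed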
* = called active by the depositor; . = not tested or not shown.

SMILES	HTR2A ag	MC4R antag cAMP	ABCB6 inh 2	N-glyco inh	MC4R ag barr	iPSC survival up	Cardio protect	Granule exo inh	aDG glyco act	ABHD5 PLIN5 PPI
Nc1ncnc(Oc2ccccc2F)c1[N+](=O)[O-]	8.7	8.7	102.0	-3.0	-3.8	-1.0	2.1	7.2	0.4	5.6
O=c1[nH]cn[nH]1	-1.0	0.2	97.0	3.2	-0.7	-0.7	1.3	-5.0	3.3	-4.9
CCOC(=O)Cc1ncccc1C(=O)Nc1ccc(OC)cc1	4.5	2.5	96.0	-0.4	-0.1	3.2	18.1	-5.3	-0.3	4.2
COc1ccc(N2C(=O)CC(NNC(=O)c3ccc(Br)s3)C2=O)cc1 (stereo not drawn)	-3.6	15.1	101.0	0.5	1.9	-3.4	4.0	-12.6	0.1	0.0
CC(C)(C)c1ccc(C(=O)NCc2cccnc2)cc1	5.6	6.0	97.0	0.1	0.1	3.4	-2.0	-0.5	-0.3	-1.2
CCc1nc2ccc(C(=O)NCc3ccc4c(c3)OCO4)cn2c1N(C)Cc1ccc(OC)cc1	-6.2	6.8	92.0	-2.2	-1.0	-1.9	4.4	-5.3	0.4	-2.7
COc1ccc(CC(=O)NC(C)c2nnc(SCC(=O)c3ccc(OC)cc3)n2C)cc1 (stereo not drawn)	0.7	10.0	102.0	2.0	-1.9	-0.3	-3.6	1.4	0.1	3.6
OC(CC1CC12c1ccccc1-c1ncccc12)(c1ccccc1)c1ccccc1 (stereo not drawn)	-4.0	18.0	97.0	-1.7	-0.9	-0.2	-2.6	21.0	0.0	3.6
CCN(CC(=O)NCc1ccc(F)cc1)C(=O)C1CCN(C(=O)Nc2ccccc2)CC1	-2.7	0.1	108.0	1.0	-1.0	-2.5	-1.9	-4.9	-0.1	3.4
COc1ccc(C(CC(=O)N2CCCC(C)C2)c2c(OC)cc(OC)c3ccc(=O)oc23)cc1 (stereo not drawn)	5.3	1.7	100.0	-2.1	-1.1	4.8	33.0	-3.0	0.0	6.2
CSC1=NCCN1S(=O)(=O)c1ccc(Cl)cc1	2.2	-4.0	101.0	1.0	-1.8	-1.6	6.5	-0.2	-0.2	0.7
COc1cccc(C(=O)N2CCN(C(=O)c3cccs3)CC2)c1OC	2.6	1.5	139.0	0.5	-1.3	2.0	-5.2	5.9	-0.1	4.3
C/C(=N\NS(=O)(=O)c1ccc(Cl)c([N+](=O)[O-])c1)c1ccc(C)o1	2.7	6.1	97.0	-0.6	-1.8	2.1	2.9	-1.9	0.1	6.4
Cc1ncc(CO)c(/C=N/NC(=O)c2cc(Br)ccc2O)c1O	-3.6	0.9	95.0	2.4	3.5	-0.4	50.1*	3.2	-0.6	4.1
Nc1cc(=O)[nH]c(SCC(=O)Nc2cc(S(=O)(=O)N3CCOCC3)ccc2Cl)n1	-4.3	16.5	101.0	0.5	1.2	0.8	-3.3	0.5	-0.2	2.3
COC(=O)c1ccccc1NC(=S)NC(=O)COc1ccccc1Cl	-1.4	6.6	101.0	1.7	1.6	0.5	-0.2	-1.5	-0.1	-3.1
C=CCNC(=O)c1onc(CSc2ccc(Cl)cc2)c1C(=O)NCC=C	-7.2	0.6	95.0	-1.6	1.2	-2.8	-2.7	1.1	0.4	-7.1
CCOc1ccccc1N1CCN(CC(=O)Nc2nccs2)CC1	1.5	5.8	98.0	1.4	-1.6	0.3	-3.2	0.7	0.0	0.0
Cc1ccc(CNn2cnnc2SCC(=O)NC(C)(C)C)cc1	3.3	-0.4	97.0	1.3	-1.5	1.5	-6.4	5.1	0.2	-6.9
COc1ccc(-c2cnc3c(NC(C)=O)cc(-c4ccc(S(C)(=O)=O)cc4)cn23)cc1OC	10.0	5.2	98.0	-5.9	10.8*	7.3	19.7	-1.7	1.2	-7.5
Cc1ccc(Cc2c(-c3cccc(Cl)c3)nc3ccc(Br)cn23)cc1	3.1	.	100.0	-0.8	.	0.1	-5.0	-2.8	0.1	-4.6
COc1ccc(-c2[nH]n(-c3ccc([N+](=O)[O-])cc3)c(=O)c2C=NCC2CCCO2)cc1 (stereo not drawn)	-2.1	-3.2	103.0	-3.1	-1.7	-0.9	-4.2	0.3	-0.1	8.2
N#Cc1ccc(NC(=S)NC(=O)C2CC2)cc1	-2.7	-2.6	91.0	7.1	-1.1	2.2	-4.4	3.2	-0.2	-1.9
Cn1c(CNC(=O)c2cccs2)n[nH]c1=S	3.1	2.3	109.0	3.0	-1.1	-0.7	2.9	7.1	0.0	-8.4
CCN(CC)C(=O)C1=C(C)N(CCCOC)C(=O)C(CC(=O)NCCCN(C)C)C1 (stereo not drawn)	-0.6	14.8	98.0	2.5	-0.8	-0.9	0.0	-9.9	0.3	9.9
O=C(NC1CC2CCCC(C1)N2C(=O)Nc1cccc(F)c1)C1CC1 (stereo not drawn)	-2.4	2.4	105.0	2.3	-1.6	-0.5	-1.5	-5.6	-0.1	-4.1
Cc1nc(Nc2ccccc2C(F)(F)F)sc1C(=O)N(C)C	2.8	2.9	100.0	3.6	-0.2	-0.5	-6.4	1.2	-0.3	-4.0
CC(C(=O)NCCS(=O)(=O)c1ccc(Br)cc1)S(=O)(=O)c1ccc(Cl)cc1 (stereo not drawn)	-0.5	-1.1	98.0	0.3	-0.1	1.2	4.5	13.0	0.1	3.8
COc1cc(-n2c(C)nc3cccnc32)c(Cl)cc1C(=O)O	0.9	4.2	104.0	1.1	-1.2	0.5	-6.2	-10.5	0.0	1.1
Cc1c(C(=O)NC2CCS(=O)(=O)C2)oc2ccccc12 (stereo not drawn)	4.2	23.9	101.0	3.8	-0.6	-0.3	1.5	10.4	-0.3	-9.4
CSCCC(NS(=O)(=O)c1ccc(C)cc1)C(=O)N1CCCCCCC1 (stereo not drawn)	-1.4	10.2	103.0	0.8	-1.9	-3.5	-9.2	1.1	0.1	10.1
O=S(=O)(c1cccc(-c2cn3ccccc3n2)c1)N1CCCCC1	-8.7	3.9	89.0	-2.4	-3.0	-0.5	-6.4	4.7	0.6	-0.3
CN(/N=C/c1ccncc1)c1cnc2ccccc2n1	8.8	-2.6	95.0	-0.8	4.8	-0.2	-3.3	-3.0	-0.1	17.4
CN1CCN(c2ccc(NC(=O)CN3CCOCC3)cc2F)CC1	-5.0	1.8	101.0	-0.5	-1.2	-0.3	0.4	-1.4	1.1	-2.9
COC(=O)c1ccc(NC(=O)C23CC4CC(C2)CC(n2cncn2)(C4)C3)cc1	2.0	9.1	98.0	5.1	-2.0	-2.3	1.9	-0.4	0.0	3.3
CON1C(=O)C(=O)N(OC)C(C)(C)C1(C)C	-2.6	3.4	94.0	0.4	-1.6	-0.8	-1.5	-10.6	-0.2	-2.5
C[C@H](NC(=O)C1CC(=O)N(c2ccc3c(c2)OCCO3)C1)C(=O)N1CCC(C(=O)O)CC1 (stereo partly drawn)	1.9	4.9	102.0	1.3	0.4	-0.4	1.1	0.4	3.3	8.4
COc1ccc(C2c3cc(OC)c(OC)cc3CCN2C(=O)c2cccc([N+](=O)[O-])c2)cc1OC (stereo not drawn)	9.7	6.1	94.0	1.9	-0.9	-0.5	2.7	-0.9	0.0	1.8
Cc1cccc(C)c1NC(=S)N(Cc1cccs1)C1CCCC1	4.9	-0.3	89.0	4.0	-0.5	-0.7	-0.7	5.7	0.5	1.5
CC(OC(=O)COc1ccccc1)C(=O)NC1CCCC1 (stereo not drawn)	-4.3	4.9	100.0	0.0	-0.1	-0.4	16.7	7.4	0.0	-9.9
CCN(C(=O)CSc1nnc(-c2ccc3c(c2)OCO3)o1)C1CCS(=O)(=O)C1 (stereo not drawn)	13.2	-3.9	97.0	1.7	0.7	0.3	-2.5	0.8	-0.1	5.3
O=C(CSc1nc(O)cc(=O)[nH]1)Nc1ccc2c(c1)CCC2	2.7	10.9	99.0	4.4	0.8	-0.3	0.7	-1.2	0.0	2.4
CCCCCCn1nc(C(=O)N(CCCC)c2c(N)n(CCC)c(=O)[nH]c2=O)c2ccccc2c1=O	-5.0	0.1	97.0	0.4	-3.0	-3.0	1.2	3.1	-0.3	-5.4
Cc1ccccc1OCC(=O)Nc1nc(C)c(C(=O)N(C)C)s1	-1.9	-1.6	94.0	-0.3	-2.4	0.0	0.8	3.3	-0.3	1.8
CN(CC(=O)Nc1ccc(F)cc1)C(=O)CSc1nc2ncc(Cl)cc2[nH]1	-3.3	11.7	104.0	-1.1	2.8	-0.4	8.2	0.2	0.3	3.9
CCCc1cc(-c2n[nH]c(=S)n2Cc2ccccc2)cs1	-1.1	27.2	97.0	-1.4	6.0	4.8	-2.1	-0.6	0.1	-9.7
CN1C(=O)CC(Nc2cccc3cccc(N)c23)C1=O (stereo not drawn)	1.0	0.4	102.0	4.6	-0.5	-0.2	-6.1	-0.7	-0.4	-2.0
COc1cc(OC)cc(C(=O)Nc2ccccc2-c2nnn(CC(=O)Nc3cc(C)on3)n2)c1	3.6	29.9*	100.0	1.3	8.8*	-0.9	-4.2	0.4	-0.1	-5.2
CN(CC(=O)Nc1ccccc1C(=O)NC1CC1)Cc1cccs1	10.5	2.1	81.0	-1.1	-0.8	-0.5	-1.2	-2.9	0.1	-0.7
CC(=O)NC1(C)CCC2CC1C(C)=NC2(C)C (stereo not drawn)	12.7	.	95.0	0.7	.	-0.1	-3.4	-1.1	-0.2	7.9

(more compounds)
SMILES	HTR2A ag	MC4R antag cAMP	ABCB6 inh 2	N-glyco inh	MC4R ag barr	iPSC survival up	Cardio protect	Granule exo inh	aDG glyco act	ABHD5 PLIN5 PPI
CCCN(CCC)c1ccc(CC(=O)NC(C)Cc2ccccc2)cc1 (stereo not drawn)	-3.7	1.0	88.0	-0.2	-0.1	0.2	1.3	8.4	-0.3	-6.4
CCN(CC)CC(C)CNC(=O)CN1C(=O)CSc2ccc(S(=O)(=O)N3CCOCC3)cc21 (stereo not drawn)	2.6	5.0	106.0	2.2	-3.0	0.0	4.0	3.4	-0.2	1.1
COCCNC(=O)C(c1ccc(C)cc1)N(Cc1ccco1)C(=O)CCC(=O)Nc1ccccn1 (stereo not drawn)	-4.3	-1.8	99.0	6.0	-0.4	0.3	0.4	-9.7	-0.1	-7.3
O=C(CC1C(=O)N(c2ccc(F)cc2)C(=O)N1Cc1ccccn1)Nc1ccccc1 (stereo not drawn)	3.0	6.5	104.0	0.3	2.3	1.7	4.9	-0.1	-0.2	4.2
COc1ccc(S(=O)(=O)N(C)C[C@H]2Oc3ncc(-c4ccncc4)cc3C(=O)N([C@@H](C)CO)C[C@@H]2C)cc1	-6.2	8.2	87.0	1.3	-2.5	-1.3	-0.6	0.2	-0.1	-2.1

3 entries from above, in CSV form.
Molecule,HTR2A ag,MC4R antag cAMP,ABCB6 inh 2,N-glyco inh,MC4R ag barr,iPSC survival up,Cardio protect,Granule exo inh,aDG glyco act,ABHD5 PLIN5 PPI
CCCN(CCC)c1ccc(CC(=O)NC(C)Cc2ccccc2)cc1 (stereo not drawn),-3.7,1.0,88.0,-0.2,-0.1,0.2,1.3,8.4,-0.3,-6.4
CCN(CC)CC(C)CNC(=O)CN1C(=O)CSc2ccc(S(=O)(=O)N3CCOCC3)cc21 (stereo not drawn),2.6,5.0,106.0,2.2,-3.0,0.0,4.0,3.4,-0.2,1.1
COCCNC(=O)C(c1ccc(C)cc1)N(Cc1ccco1)C(=O)CCC(=O)Nc1ccccn1 (stereo not drawn),-4.3,-1.8,99.0,6.0,-0.4,0.3,0.4,-9.7,-0.1,-7.3
